Source: PubChem
CRFBP-R2 agonist: CRF-BP/CRF-R2 complex agonism. activation, % at 13.2 µM. 350,000 compounds, 0.46% hits. HEK293 CRF-R2/CRF-BP, calcium dye fluorescence (FLIPR); percent of saturating CRF peptide response;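 active means activation of at least 50%, plus an integration ratio under a set limit after plate pattern correction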;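 further: plate controls were neutral control wells without compound for no effect and CRF at EC100 for full effect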
CRFBP-R2 block: blocks CRF-induced signaling of the CRF-BP/CRF-R2 complex; HEK293 CRF-R2/CRF-BP, CRF-induced calcium fluorescence; 350,000 compounds, 0.59% hits; inhibition, % at 11.8 µM; AID 588475;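 active means inhibition of the ligand-induced calcium signal above about 50% at the single tested concentration, limit read from the data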
GalR3 antagonist: human GalR3 antagonism | HEK293 GalR3-CNG cAMP membrane potential fluorescence; galR3 body fused to GalR1 C-terminus | inhibition, % at 3 µM | 360,000 compounds, 0.44% hits;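 active means inhibition above the screen-wide average plus 3 SD, cut at about 13% in these data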;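 further: forskolin and galanin both at EC90 stimulate the cells; cAMP rise reported by CNG channel membrane potential dye signal; 0% = forskolin plus galanin with DMSO and 100% = forskolin alone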
Target sequence (O60755 1-299 limits assumed): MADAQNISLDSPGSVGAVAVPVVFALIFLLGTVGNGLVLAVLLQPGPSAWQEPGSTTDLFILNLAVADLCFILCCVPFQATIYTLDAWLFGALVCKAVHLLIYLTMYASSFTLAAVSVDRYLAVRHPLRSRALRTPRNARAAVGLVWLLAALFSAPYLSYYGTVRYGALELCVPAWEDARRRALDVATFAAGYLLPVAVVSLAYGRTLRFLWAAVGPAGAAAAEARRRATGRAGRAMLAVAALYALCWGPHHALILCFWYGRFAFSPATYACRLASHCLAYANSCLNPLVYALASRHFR
Starred values were filed as active, the others as inactive. These rows are one share of the data; rates above refer to the full screens.

molecule	CRFBP-R2 agonist	CRFBP-R2 block	GalR3 antagonist
Cc1[nH]c2ccccc2c1C1=CC(=O)C=CC1=O	-2.6	15	-2
CC(SC(C)C(=O)NN=Cc1cccc(F)c1)C(=O)NN=Cc1cccc(F)c1 (centres undefined)	6.8	-42	-5
O=C(Oc1ccccc1Cl)c1ccccc1	-2.3	24	-3
O=C(NNC(=O)c1ccccc1O)c1ccc(NS(=O)(=O)c2ccc(F)c(F)c2)cc1	-0.5	-3	0
CN(C)c1cccc(C(=O)OCC(=O)NC(=O)NCc2ccccc2)c1	-6.4	2	2
O=C(CSc1nnc(C2CC2)n1-c1ccccc1)N1CCCC1	0.0	-7	-6
O=[N+]([O-])c1ccc2c(c1)-c1ccccc1C2=NO	-5.0	5	-7
CN(N=O)c1ccc(C=C2C=Cc3ccccc32)cc1	-0.4	3	-2
CC(=O)Nc1ccc(NC(=O)COC(=O)c2ccc(Cl)nc2)cc1	-1.0	10	-4
CN(C)S(=O)(=O)c1cccc(NC(=O)CN2C(=O)NC(Cc3ccccc3)C2=O)c1 (centres undefined)	-0.3	-2	1

Further results.
molecule	CRFBP-R2 agonist	CRFBP-R2 block	GalR3 antagonist
Cc1ccc2c(=O)n3c(nc2c1)C(Cc1ccccc1)NC(=O)c1cc2ccccc2cc1-3 (centres undefined)	3.0	-26	-7
CN(Cc1ccccc1Cl)C(=O)CCNC(=O)c1ccco1	0.9	7	-3
O=C1OCCC1=COCCCCCOC=C1CCOC1=O	-1.5	-20	-4
COc1ccc(C(=O)NCC(=O)OCC(=O)c2ccccc2Br)cc1OC	-0.5	15	-6
CN(c1ccccc1)S(=O)(=O)c1cccc(NC(=O)COc2cccc([N+](=O)[O-])c2)c1	-2.9	52*	-9
OCC[C@H]1C[C@@H](O)[C@H](O)[C@]2(Cc3ccccc3CCO2)O1	-1.3	-9	1
OC1C2CCC(C2)C1CN1CCOCC1 (centres undefined)	3.7	6	-7
Cc1ccc(-n2c(C)nnc2SCC(=O)N(C)c2c(N)n(Cc3ccccc3)c(=O)[nH]c2=O)cc1	0.3	8	-5
COc1ccc2nc(-c3ccccc3)nc(C3CCCCC3)c2c1	1.8	-2	-8
COc1ccc(CNC(=O)C[C@@H]2C[C@H]3c4cc(NC(=O)C5CCC5)ccc4O[C@H]3[C@@H](CO)O2)cc1	4.7	-17	-8

The list goes on:
molecule	CRFBP-R2 agonist	CRFBP-R2 block	GalR3 antagonist
O=C1c2ccccc2CCc2ccccc21	-4.0	2	2
CCOc1ccc(C(=O)Nc2ccc(N3CCN(C(=O)c4ccco4)CC3)cc2)cc1Br	0.6	2	-7
NS(=O)(=O)c1cccc(NC(=O)CSc2nnc3n2CCCCC3)c1	-1.0	-5	-7
C=CCNc1nc(C(=O)OCC(=O)c2cccc(Br)c2)cs1	0.0	1	-4
Cc1ccc(S(=O)(=O)Nc2ccccn2)c(C)c1	2.0	1	-7
CC(C)CN(C(=O)COC(=O)Cc1cccc2ccccc12)c1c(N)n(Cc2ccccc2)c(=O)[nH]c1=O	1.1	-4	0
CCCCn1c(N)c(N(CC)C(=O)c2cnc(C)cn2)c(=O)[nH]c1=O	1.9	-2	3
COc1ccc(NS(=O)(=O)c2cccc(C(=O)N3CCN(Cc4ccc5c(c4)OCO5)CC3)c2)cc1	0.6	-14	-1
COCCN(CC(=O)Nc1cccc(C)c1C)C(=O)Cc1ccsc1	-0.8	-1	-6
CCN1C[C@@H]2[C@@H]3C(=O)N(Cc4ccccc4)C(=O)[C@@H]3[C@](CC)(C(=O)OC)N2C1=NCc1ccccc1	2.8	8	-6

(further entries)
molecule	CRFBP-R2 agonist	CRFBP-R2 block	GalR3 antagonist
CCN(CC(=O)Nc1c(F)cccc1F)C(=O)c1cc(-c2cccs2)nn1-c1ccccc1	1.3	-2	-3
C[C@H](CO)N1C[C@H](C)[C@@H](CN(C)S(=O)(=O)c2cccs2)Oc2c(NC(=O)C3CC3)cccc2C1=O	-0.1	-8	-4
O=C(Nc1ccccc1)N1CCC(C(=O)N2CCN(Cc3ccccc3)CC2)CC1	2.4	-16	-6
CC(C)CNS(=O)(=O)c1ccc(Br)cc1N1CCC[C@@H]1CO	-3.9	-1	-7
Cc1cccc(CN(C)C)c1CC(O)(c1ccccc1)c1ccccc1	-2.5	0	-2
O=[N+]([O-])c1ccc(Oc2ccc(S(=O)(=O)N3CCOCC3)cn2)cc1	-0.2	-4	-4
CCOC(=O)c1c(NC(=O)COC(=O)c2cccc([N+](=O)[O-])c2)sc(C(=O)N(C)C)c1C	-1.7	14	-6
CSCCC(NC(=O)c1ccccc1)C(=O)NCC(C)(C)N1CCOCC1 (centres undefined)	-1.6	-9	-5
O=C(NCCCc1ccccc1)c1cccc(NC(=O)C2CC2)c1	0.7	-6	-7
O=C(C1Cc2ccccc2CN1S(=O)(=O)c1ccccc1[N+](=O)[O-])N1CCOCC1 (centres undefined)	-2.3	-1	-5

2 compounds from above with just GalR3 antagonist:
smiles	GalR3 antagonist
CSCCC(NC(=O)c1ccccc1)C(=O)NCC(C)(C)N1CCOCC1 (centres undefined)	-5
O=C(NCCCc1ccccc1)c1cccc(NC(=O)C2CC2)c1	-7

Next part.
molecule	CRFBP-R2 agonist	CRFBP-R2 block	GalR3 antagonist
CCN(C(=O)CN1CCCCCC1)c1c(N)n(Cc2ccccc2)c(=O)[nH]c1=O	4.5	10	-4
COc1cccc(NC(=O)CN(C)C(=O)c2cccc(S(=O)(=O)Nc3ccc(C)cc3)c2)c1	0.7	-9	-2
CS(=O)(=O)c1ccccc1-c1nnc(NC(=O)c2ccc3ncsc3c2)o1	-0.5	14	-6
O=C(CN1C(=O)NC2(CCc3ccccc32)C1=O)Nc1ccccc1OC(F)F (centres undefined)	2.0	-12	-5
Cc1cc(C)nc(NS(=O)(=O)c2ccc(NC(=O)c3ccccc3Br)cc2)n1	-1.8	-6	-4
CC(C)OC(=O)N(C)C[C@@H]1OCc2cnnn2CCCC(=O)N([C@@H](C)CO)C[C@@H]1C	4.0	-13	0
C[C@@H]1CN([C@@H](C)CO)C(=O)CCCn2nncc2CO[C@H]1CN(C)Cc1cccc(O)c1	2.6	11	-7
O=C(OCc1nnc(-c2ccccc2)o1)c1cc(S(=O)(=O)N2CCOCC2)ccc1F	0.1	1	1
COc1ccc(C(=O)NCc2ccncc2)cc1S(=O)(=O)NCc1ccc(Cl)cc1	0.7	-5	1
NCCCC[C@@H](C(=O)NCCCCCCCCCCC(=O)N1CCNCC1)n1cc(CCO)nn1	-0.6	4	-5

Additional structures follow.
molecule	CRFBP-R2 agonist	CRFBP-R2 block	GalR3 antagonist
CN(CC(=O)Nc1ccc(OC(F)(F)F)cc1)C(=O)Cn1c(=O)cnc2ccccc21	-0.1	-1	-6
O=C(CN1C(=O)C(=O)N(C2CCCC2)C1=O)Nc1ccccc1OC(F)F	-3.6	19	-8
O=S(=O)(Nc1cccc(-c2ccc3nncn3n2)c1)c1cccc(F)c1	0.8	-5	-1
CCOC(=O)CCC(=O)Nc1ncnc2c1C(c1ccccc1)c1c(ccc3ccccc13)O2 (centres undefined)	-1.0	-5	-9
Nc1ncncc1-c1ccccc1Cl	2.6	-6	-5
O=[N+]([O-])c1cccc(SSc2cccc([N+](=O)[O-])c2)c1	-1.1	8	-6
CCCCCn1nc(C(=O)OCc2nnc(-c3ccccc3)o2)c2ccccc2c1=O	3.5	4	-3
O=C(O[C@H]1[C@H](Cc2ccccc2)NS(=O)(=O)[C@H]2C[C@@H]3C=C[C@]12O3)c1ccc([N+](=O)[O-])cc1	-1.0	9	1
c1nc(C2CCCCC2)cc2cc3c(cc12)OCO3	0.6	-11	-6
C[C@@H]1CCCCO[C@@H](CN(C)Cc2ccc(Cl)c(Cl)c2)[C@@H](C)CN([C@H](C)CO)C(=O)c2cc(NC(=O)CCC(F)(F)F)ccc2O1	4.3	-12	-6

(cont.)
molecule	CRFBP-R2 agonist	CRFBP-R2 block	GalR3 antagonist
O=C(O)CSc1nc2ccc(Br)cc2[nH]1	-0.3	-3	-6
COc1ccccc1NS(=O)(=O)c1cc(NC(=O)CCc2nc3ccccc3c(=O)[nH]2)ccc1C	-0.1	1	-6
Cc1cc(O)c2c(c1)CC1C3CCC4CC(=O)CCC4(C)C3CC(=O)C21C (centres undefined)	0.5	2	-2
CC1CN(S(=O)(=O)c2cc(C(=O)NCCC3=CCCCC3)ccc2Cl)CC(C)O1 (centres undefined)	-1.0	4	-5
CCOC(=O)[C@@H](NC(=O)CC[C@H]1O[C@@H](n2cc(C)c(=O)[nH]c2=O)C[C@@H]1O)C(C)C	2.1	5	-7
Cc1noc(C)c1S(=O)(=O)Nc1ccc2c(c1)C(=O)N([C@H](C)CO)C[C@H](C)[C@@H](CN(C)C(=O)NC(C)C)O2	-1.0	-2	-6
CN(CC(=O)Nc1c(Cl)cccc1Cl)C(=O)Cc1ccsc1	-2.5	7	-1
Cn1c(O)c(C=NCCCCCC(=O)O)c(=O)n(C)c1=O	0.2	-4	-4
NC(=O)C1CCN(C(=O)c2ccc(-c3ccccc3Cl)o2)CC1	6.4	-23	4
CCCCC(=O)Nc1ccc(C)c(S(=O)(=O)N2CCCCCC2)c1	-0.2	-8	-4

Four compounds picked at random from those above:
molecule	CRFBP-R2 agonist	CRFBP-R2 block	GalR3 antagonist
CCOC(=O)[C@@H](NC(=O)CC[C@H]1O[C@@H](n2cc(C)c(=O)[nH]c2=O)C[C@@H]1O)C(C)C	2.1	5	-7
COc1ccccc1NS(=O)(=O)c1cc(NC(=O)CCc2nc3ccccc3c(=O)[nH]2)ccc1C	-0.1	1	-6
CC1CN(S(=O)(=O)c2cc(C(=O)NCCC3=CCCCC3)ccc2Cl)CC(C)O1 (centres undefined)	-1.0	4	-5
Cn1c(O)c(C=NCCCCCC(=O)O)c(=O)n(C)c1=O	0.2	-4	-4

(listing goes on)
molecule	CRFBP-R2 agonist	CRFBP-R2 block	GalR3 antagonist
COC(=O)c1ccc(/C=C/C(=O)OCC(=O)NCc2cccs2)cc1	-0.7	6	-4
O=C(CN1CSCC1=O)N1CCN(S(=O)(=O)c2cccc(F)c2)CC1	-0.5	-5	-8
O=C(CCCCC(=O)NN=Cc1ccc(Cl)cc1)NN=Cc1ccc(Cl)cc1	5.1	3	3
O=C(CSC1=NS(=O)(=O)c2ccccc2N1)Nc1ccc(F)cc1	-1.7	6	-2
COc1ccc(S(=O)(=O)Nc2cc(Sc3ncn[nH]3)c(O)cc2C)cc1	2.0	-28	-4
COc1ccc(C(=O)NCc2ccc(F)cc2)cc1S(=O)(=O)N1CCCC1	-2.8	14	-5
CN(Cc1ccccc1)C(=O)c1ccc(NC(=O)Cc2ccc(NC(=O)C3CCN(C(=O)C4CCC4)CC3)cc2)cc1	2.9	0	0
CN(C(=O)COC(=O)c1ccccc1Nc1ccccc1)c1c(N)n(Cc2ccccc2)c(=O)[nH]c1=O	5.3	-10	-6
C[C@@H]1CN([C@@H](C)CO)C(=O)CCCn2nncc2CO[C@@H]1CN(C)S(=O)(=O)c1ccc(F)cc1	-0.1	-4	-1
COc1ccccc1NC(=O)Nc1nc(CC(=O)Nc2ccc(N(C)C)cc2)cs1	-0.2	1	2

Next section
molecule	CRFBP-R2 agonist	CRFBP-R2 block	GalR3 antagonist
C[C@H]1CN([C@@H](C)CO)C(=O)c2cc(NC(=O)NC3CCCCC3)ccc2O[C@H]1CN(C)C(=O)Nc1ccc(C(F)(F)F)cc1	1.3	-1	-3
O=C(COc1ccc(C(=O)c2ccc(F)cc2)cc1)Nc1cccc(S(=O)(=O)N2CCOCC2)c1	3.4	-7	-6
COc1ccc(CCNC(=O)CCCCC(=O)NCCc2ccc(OC)c(OC)c2)cc1OC	-1.3	2	-4
COc1ccccc1CN(C)C[C@H]1OCc2cnnn2CCCC(=O)N([C@H](C)CO)C[C@@H]1C	-0.6	-4	-5
COC(=O)C1CCN(C(=O)COC(=O)C2CCN(S(=O)(=O)c3ccc(C)c(C)c3)CC2)CC1	-2.3	8	-3
CCN(C[C@H]1N[C@@](CC)(C(=O)OC)[C@H]2C(=O)N(C)C(=O)[C@@H]12)S(=O)(=O)c1ccc(OC(F)(F)F)cc1	-2.4	-2	-7
Clc1ncnc2[nH]ccc12	-0.2	8	-6
COc1ccc(S(=O)(=O)N2CCN(CC(=O)c3[nH]c(C)c(C(C)=O)c3C)CC2)cc1OC	-0.2	6	-7
O=C(CCc1nc2ccccc2c(=O)[nH]1)Nc1cccc(S(=O)(=O)N2CCOCC2)c1	-0.8	-6	-3
COc1ccccc1NC(=O)N(C)C[C@@H]1OCc2cn(nn2)CCCC(=O)N([C@@H](C)CO)C[C@H]1C	0.1	-11	-1

Later entries
molecule	CRFBP-R2 agonist	CRFBP-R2 block	GalR3 antagonist
CCN(CC(=O)Nc1c(F)cccc1F)C(=O)CC1CCCC1	0.3	2	-3
CCN(CC)S(=O)(=O)c1ccc(N2CCOCC2)c(NC(=O)c2nn(C(C)C)c(=O)c3ccccc23)c1	4.0	11	-3
COc1ccc(C(=O)N2CCCC(C(N)=O)C2)cc1S(=O)(=O)N1CCOCC1 (centres undefined)	-0.3	-1	-6
COCc1c(C(=O)OCC(=O)Nc2ccc(OC(F)F)cc2)oc2ccccc12	-0.3	0	-7
CC1(C)Cc2c(c(N3CCOCC3)nc3sc4c(NCCN)ncnc4c23)CO1	0.3	10	-2
CC(NC(=S)NC(=O)c1cccs1)c1ccccc1 (centres undefined)	-0.8	-18	-7
CCOC(=O)c1c(C)nsc1NCc1ccccc1	-5.1	7	-2
O=C(NCC(=O)N1CCCCCCC1)c1ccc(Br)o1	2.6	0	-3
CCCCN(C(=O)C(CCSC)N1C(=O)c2ccccc2C1=O)c1c(N)n(CCC)c(=O)[nH]c1=O (centres undefined)	0.3	4	-3
Cc1noc(C)c1C(=O)Nc1cccc(S(=O)(=O)N2CCCCC2)c1	-0.5	7	-4
